# Apoferritin bind = binds horse apoferritin like a general anesthetic; AID 485281; 350,000 tested, 0.074% active; apoferritin/1-aminoanthracene competitive binding, fluorescence; P02791; Potency, µM (doses to about 77.5 µM), without a hit: at the top dose activity change, negative = displacement, most hits filed as inhibitors; further: potency means the concentration at half of the fitted maximal effect; on the % scale 0 is the no-effect control and ±100 the full control effect; nearly all actives have a fitted effect of over 20% in size
# Target sequence (P02791 2-175 limits assumed): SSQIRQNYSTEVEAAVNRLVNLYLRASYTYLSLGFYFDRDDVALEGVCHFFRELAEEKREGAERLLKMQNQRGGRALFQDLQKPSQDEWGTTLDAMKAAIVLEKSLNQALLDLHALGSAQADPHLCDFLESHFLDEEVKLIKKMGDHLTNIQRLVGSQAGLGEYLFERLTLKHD
#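 Horse-spleen apoferritin (10 uM) in 50% saturated 1-aminoanthracene in PBS was incubated 10 min at room temperature with compound. Fluorescence (ex 380, em 535 nm) was normalized to free and bound 1-AMA, with concentration-response fitted by a four-parameter Hill equation.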
# APE1 inh = APE1 (human) endonuclease inhibition; 350,000 tested, 0.35% active; AID 2517; recombinant APE1, TAMRA/BHQ-2 abasic DNA cleavage fluorescence; Potency, µM (top dose mostly 65.8 µM), inactives show at the highest dose activity change, negative = inhibition, usual class: inhibitors;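 further: potency means the concentration at half of the fitted maximal effect; plate controls were vehicle for no effect and reference inhibitor for full effect; nearly all actives have a fitted effect of over 55% in size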
#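 Substrate: short duplex with […] THF abasic site, 5'-TAMRA and 3'-BHQ-2, 50 nM final. APE1 at 0.75 nM, preincubated 15 min RT with compound. Fluorescence increase from first to third read measured activity.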
# Pol beta inh = inhibitors of human DNA polymerase beta | P06746 | Pol beta primer extension/strand displacement, fluorescence kinetic | Potency, µM (doses to about 114 µM), inactives show top-dose activity change, negative = inhibition, actives largely listed as inhibitors | 340,000 tested, 1.3% active; further: potency means the concentration at half of the fitted maximal effect; on the % scale 0 is the no-effect control and ±100 the full control effect
#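 Homogeneous kinetic assay of primer extension and strand displacement by 10 nM Pol beta, preincubated 15 min at room temperature with compound before 50 nM substrate (final) was added. Read at 0 and 10 min; four-parameter Hill fit.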
# 12-LOX inh = inhibitors of human 12S-lipoxygenase ALOX12. purified 12hLO, xylenol orange hydroperoxide absorbance. Potency, µM (doses to about 108 µM), for the others: at the highest dose activity change, negative = inhibition, actives largely listed as inhibitors. 580,000 tested, 1.1% active. AID 1671190; further: potency means the concentration at half of the fitted maximal effect; on the % scale 0 is the no-effect control and ±100 the full control effect
#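 Hydroperoxide product was detected by ferrous iron/xylenol orange as the 573 to 405 nm absorbance ratio. Arachidonic acid at 40 uM (final) was turned over for 30 min at room temperature by 150 nM human 12hLO, pH 7.0 Hepes buffer, after 15 min compound preincubation.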
# Pol iota inh = blocks human DNA polymerase iota activity. Q9UNA4. Pol iota fluorescent replication assay, 10 min. Potency, µM (doses to about 115 µM), without a hit: at the top dose activity, negative = inhibition, usual class: inhibitors. 390,000 tested, 1% active; further: potency means the concentration at half of the fitted maximal effect
#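 Fluorescent replication assay read twice, at 0 min and 10 min after adding 50 nM (final) substrate. Enzyme (10 nM) and compounds were first incubated 15 min at room temperature; enzyme-free buffer wells were negative controls.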
# Pol kappa inh = inhibitors of human DNA polymerase kappa. Q9UBT6. purified Pol kappa, fluorescent DNA synthesis assay, 10 min. Potency, µM (titrated, usually from 107 µM), for the others: at the highest dose activity, negative = inhibition, actives largely listed as inhibitors. 400,000 tested, 0.53% active; further: potency means the concentration at half of the fitted maximal effect; on the % scale 0 is the no-effect control and ±100 the full control effect
# Target sequence (Q9UBT6 whole entry, looked up): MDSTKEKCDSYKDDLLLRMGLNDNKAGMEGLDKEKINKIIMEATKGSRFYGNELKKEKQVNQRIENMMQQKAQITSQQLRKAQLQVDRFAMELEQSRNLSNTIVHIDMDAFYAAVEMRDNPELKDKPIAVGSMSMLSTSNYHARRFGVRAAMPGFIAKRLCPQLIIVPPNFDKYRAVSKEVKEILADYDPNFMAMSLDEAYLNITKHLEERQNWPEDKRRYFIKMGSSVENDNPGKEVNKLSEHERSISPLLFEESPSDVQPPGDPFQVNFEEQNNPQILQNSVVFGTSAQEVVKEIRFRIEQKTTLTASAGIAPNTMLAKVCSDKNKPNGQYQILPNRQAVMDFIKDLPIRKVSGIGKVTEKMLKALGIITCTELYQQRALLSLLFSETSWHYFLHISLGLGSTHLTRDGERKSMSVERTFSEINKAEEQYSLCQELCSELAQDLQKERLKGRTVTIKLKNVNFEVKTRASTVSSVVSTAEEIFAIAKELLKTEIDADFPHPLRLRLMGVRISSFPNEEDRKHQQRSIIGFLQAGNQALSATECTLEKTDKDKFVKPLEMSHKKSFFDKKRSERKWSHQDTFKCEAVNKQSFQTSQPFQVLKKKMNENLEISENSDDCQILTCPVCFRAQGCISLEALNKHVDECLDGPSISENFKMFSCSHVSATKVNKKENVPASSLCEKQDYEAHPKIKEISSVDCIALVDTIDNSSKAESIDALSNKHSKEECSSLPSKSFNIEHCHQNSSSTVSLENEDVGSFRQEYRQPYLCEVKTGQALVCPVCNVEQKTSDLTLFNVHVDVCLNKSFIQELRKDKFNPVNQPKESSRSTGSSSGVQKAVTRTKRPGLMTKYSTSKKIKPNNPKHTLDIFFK
#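 Fluorescent qHTS in 1536-well format: enzyme (10 nM) and compound sat 15 min at room temperature before 50 nM substrate (final) was added. Signal taken at 0 and 10 min; no-enzyme buffer wells were negative controls.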
# BLM inh = blocks DNA unwinding by human BLM helicase. P54132. recombinant BLM DNA unwinding, fluorescence dequenching. Potency, µM (titrated, usually from 56.1 µM), inactives show top-dose activity change, negative = inhibition, most hits filed as inhibitors. 350,000 tested, 0.2% active. AID 2528;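 further: potency means the concentration at half of the fitted maximal effect; plate controls were vehicle for no effect and no enzyme for full effect; nearly all actives have a fitted effect of over 35% in size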
# TRHR agonist = activates the human TRH receptor; TRHR cells, calcium flux fluo-8, FDSS agonist mode; 360,000 tested, 0.18% active; activation, % at 2 µM; in the data active means activation above about 30%; further: 0% is about no effect
#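 TRHR-expressing cells, plated overnight in medium with 10% serum, were loaded with fluo-8 calcium dye at room temperature. After a 10 s baseline, library compound was pin-added and calcium release was recorded kinetically (ex 480/em 530) as agonist response.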
# ERG Ets-DNA blk = ERG Ets/DNA interaction inhibition; fluorescence polarization, His-ERG Ets domain / labelled DNA; Potency, µM (highest dose often 76.9 µM), for inactives: top-dose FP activity, negative = inhibition, usual class: inhibitors; 370,000 tested, 0.028% active; AID 624246; active means well fitted inhibition curve with a large enough effect in the polarisation, with a control signal flat; inconclusive means small, poorly fitted or top-dose-only effect, or effect the other way, or a change in a side signal; inactive means no such curve, though single readings can be large or run the other way; the % refers to the polarisation;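 further: polarization taken with two DNA probes labelled with fluorescein and Texas red; potency means the concentration at half of the fitted maximal effect; % of control where 0% means no effect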
#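 His-tagged ERG Ets domain (1 uM in the protein solution; 300mM KCl, 50mM Tris-HCl, 1mM EDTA, 1mM DTT, pH 7.5) received compound, then a probe mix of 5 nM fluorescein-DNA and 100nM Texas-615-DNA. Fluorescence polarization was read for both dyes.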
# Active calls of the source: *; ? = inconclusive; · = no result given; & = joins results of further samples; [ ] = dose if it differs, or a comment. Unless noted, the call rests on the fitted dose curve; in most records, active means well fitted curve in the direction sought with a large enough effect; inconclusive means small, poorly fitted or top-dose-only effect, or another doubt; inactive means no such curve, though single readings can be large; an effect the other way counts as inactive or inconclusive. The list is partial, so the mix of outcomes need not match the whole.
SMILES,Apoferritin bind,APE1 inh,Pol beta inh,12-LOX inh,Pol iota inh,Pol kappa inh,BLM inh,TRHR agonist,ERG Ets-DNA blk
CCn1c(=O)cc(SCC(=O)N2CCCCC2)c2ccccc21,-18%,1%,18%,23%,-7%,-6%,-1%,0.2,3%
Cc1cc(C(=O)Nn2c(C)nc3ccccc3c2=O)ccc1[N+](=O)[O-],-7%,-6%,35%,2%,6%,-11%,-4%,-0.3,4%
COc1ccc(NC(=O)CN2CCCN(Cc3ccc(Cl)cc3)S2(=O)=O)cc1Cl,48%[activator],·,16%,-28%,2%,-1%,-8%,0.2,-3%
CCOC(=O)c1csc(NC(=O)c2cc3ccccc3o2)n1,-10%,-5%,1%,0%,29%,4%,2%,0.2,-4%
Cn1ccnc1SCC(=O)NC12CC3CC(CC(C3)C1)C2,?,-4%,3%,11%,?,-7%[60.1 µM],0%,-0.4,·
Cc1ccc2c(c1)c1c(c(=O)n(Cc3ccccc3)c(=O)n1Cc1cccc(F)c1)n2C,-1%,·,3%,-30%,13%,-10%,-3%,-0.1,-1%
Cc1cc(=O)oc(C)c1C(=O)NCc1ccccn1,-10%,-3%,7%,27%,-5%,-3%,-1%,0.3,-9%
Cc1nnc(SCC2=C(C(=O)O)N3C(=O)C(NC(=O)c4cc(F)c(F)cc4Cl)C3SC2)s1 (stereo not drawn),-12%,-5%,?,-18%,?,?,0%,0.3,3%
COc1ccc(-c2coc3cc(O)ccc3c2=O)cc1O,-5%,?,25µM*,8%,?,?,-5%,0.8,-6%
O=C(NCCc1ccc(Cl)cc1)c1cc(-c2ccncc2)nc2ccccc12,2%,12%,42%,0%,13%,7%,-2%,0.4,16%
O=C1CC(=C2c3ccccc3-c3ccccc32)C(=O)N1CCCCN1CCN(c2ccccc2)CC1,-21%,-1%,3%,·,-10%,-13%,-5%,-0.1,-2%
Cc1nc(S(=O)(=O)NC2CCCCC2)c(C#N)c(C)c1Cl,?,2%,84%,-23%,1%,-10%,-8%,·,3%
COc1cccc(CNC(=O)CCC2CCCN(C(=O)c3ccc(OC)c(F)c3)C2)c1 (stereo not drawn),-5%,18%,46%,7%,-6%,0%,-2%,-1.7,-9%
O=[N+]([O-])c1ccc(Cl)cc1Sc1nc2ccccc2o1,4%,-1%,11%,0%,?,2%,1%,-0.3,0%
CN(Cc1cccnc1)Cc1c(C(=O)N2CCc3ccccc3C2)nc2ccc(Cl)cn12,-8%,-1%,11%,-5%,22%,8%,-3%,-0.1,3%
Cc1cc(C)n(-c2ccc(C(=O)OCC(=O)Nc3ccc(S(=O)(=O)N4CCCCC4)cc3)cc2)n1,?,-6%,0%,·,-1%,-6%,-12%,-0.4,1%
CC(C)(C)c1nn2cnnc2n(/N=C/c2ccccc2)c1=O,-2%,1%,-9%,23%,6%,-15%,-3%,-0.2,-10%
CCOC(=O)COc1ccccc1/C=N/O,-7%,14%,61%,-26%,1%,2%,-11%,-0.1,?
CC(C)(C)c1c(Cl)c(O)c(-c2ccccc2)c(=O)n1-c1ccccc1,-6%,18%,11%,?,1.1µM*,-12%,-9%,-1.0,-1%
Cc1ccc(CNC(=O)CN2C(=O)CSc3ccc(S(=O)(=O)N4CCC(C)CC4)cc32)cc1,-13%,-10%,-10%,1%,6%,-1%,-12%,-0.2,9%

# Ordered by value in APE1 inh (rising): three from the list above.
canonical_smiles,APE1 inh
CCOC(=O)c1csc(NC(=O)c2cc3ccccc3o2)n1,-5%
CCOC(=O)COc1ccccc1/C=N/O,14%
CC(C)(C)c1c(Cl)c(O)c(-c2ccccc2)c(=O)n1-c1ccccc1,18%

# Carrying on:
SMILES,Apoferritin bind,APE1 inh,Pol beta inh,12-LOX inh,Pol iota inh,Pol kappa inh,BLM inh,TRHR agonist,ERG Ets-DNA blk
O=C(COc1ccc(-c2nnco2)cc1)NCc1ccccc1Cl,-11%,-4%,0%[57.1 µM],-3%,120%[activator],-12%,3%,0.1,4%
N=c1sccn1CC(=O)NCc1ccc(Cl)cc1Cl,-5%,10%,7%,4%,22%,-5%,3%,-1.8,-16%
O=C(Oc1cc(=O)oc2c1c(=O)n1c3c(cccc23)CC1)c1ccccc1,11%,-4%,40µM*,?,?,-8%,-8%,-1.0,-3%
Cc1cccc(-c2cc(C(=O)Nc3cccnc3)c3ccccc3n2)c1,-15%,0%,0%,?,-17%,-5%,-8%,0.6,15%
O=C(c1ccccc1)N1CCC(O)(c2cccnc2)CC1,-2%,-2%,42%,74%[activator][57.4 µM],-5%,-7%,3%,-0.3,3%
CC(C)C(NC(=O)c1ccccc1)C(=O)N1CCCCCC1 (stereo not drawn),-7%,9%,-5%,-9%,12%,-9%,1%,2.0,1%
NC(=O)CSc1nnc(NC(=O)c2ccc(Br)o2)s1,5%,-9%,?,0%,15%,3%,-1%,0.5,0%
Cc1cccc(NC(=O)c2ccc3c(c2)OCCO3)c1,-8%,13%,24%,-13%,20%,-12%,-1%,-1.8,-5%
O=C(O)c1cccc(-n2cc(-c3cccc(C(F)(F)F)c3)cn2)c1,-4%,37%[activator],1%,11%,?,-16%,-1%,-0.3,3%
CCOC(=O)c1sc2nc(C)nc(Nc3ccc(OC)cc3)c2c1C,-6%,-9%,-13%,5%,146%[activator],0%,-1%,-0.6,-3%
COc1ccc(-n2c(=O)c(C)nc3cnc(Oc4ccccc4)nc32)cc1,·,0%,·,114%[activator],·,1%[60.1 µM],-2%,·,·
Cc1ccc2sc(N(CCCN(C)C)C(=O)CCS(=O)(=O)c3ccccc3)nc2c1C,-15%,24%,1%,-13%,-10%,15%,11%,2.9,-8%
Cc1cc(C(=O)COC(=O)c2ccc(O)cc2)c(C)n1-c1ccccc1F,-17%,-1%,0%,-15%,30%[activator],-7%,-7%,-0.3,1%
CCCCn1c(=N)c(S(=O)(=O)c2ccc(Br)cc2)cc2c(=O)n3cccc(C)c3nc21,-11%,1%,-1%,0%,26%,3%,-2%,0.1,0%
CC(=O)c1ccc(NC(=O)C(C)n2nc(-c3ccccc3)ccc2=O)cc1 (stereo not drawn),-22%,·,28%,-19%,15%,7%,-4%,1.7,4%
Cc1cc(C)c(/C=C/c2onc(C)c2S(=O)(=O)N2CCC(C(=O)NCc3ccco3)CC2)c(C)c1,4%,·,7%,?,8%,-8%[60.1 µM],-10%,0.9,-13%
COc1ccc(N2CCN(C(=O)Cn3cnc4sc(C)c(S(=O)(=O)N5CCC(C)CC5)c4c3=O)CC2)cc1,3%,·,1%,-24%,11%,6%,-4%,-0.2,-2%
COc1ccc(Cl)cc1C(=O)Nc1cc(=O)n(C)c(=O)n1C,-8%,0%,5%,?,-16%,0%,0%,-0.1,3%
CN(C(=O)Cc1csc(-c2ccccc2)n1)c1c(N)n(Cc2ccccc2)c(=O)[nH]c1=O,·,17%,·,-30%,20%,-7%,·,0.0,1%
Cc1ccc(-c2csc(N=C(N)N)n2)cc1,1%,-2%,25%,?,-22%,-4%,-5%,0.5,2%
Cn1c(SCC(=O)Nc2cccc3ccccc23)nc(O)cc1=O,-2%,0%,-1%,12%,-8%,-13%,-5%,0.4,1%
CC(C)(C)c1[nH]nc2c1C(c1ccncc1)C(C#N)=C(N)O2 (stereo not drawn),-6%,-2%,31%,21%,9%,-5%,0%,0.1,-1%
Nc1c(NCc2ccccc2F)c(=O)[nH]c(=O)n1Cc1ccccc1,51%[activator],-5%,7%,-14%,?,-6%,-4%,0.9,1%
O=C1CC(c2ccc(S(=O)(=O)NCCOc3ccccc3)cc2)CN1 (stereo not drawn),1%,3%,1%,19%,-6%[58.9 µM],-4%,0%,0.8,2%
CC(C)CC(C(=O)NC(C)(C)C)N(Cc1ccccc1Cl)C(=O)c1snc(C(N)=O)c1N (stereo not drawn),-4%,14%,-3%,0%,27%,-14%,-14%,-1.1,-7%
N#Cc1c(N)n(-c2ccc(C(=O)O)cc2)c2nc3ccccc3nc12,856%[activator],-5%,0%,?,132%[activator],-3%,-7%,3.1,0%
CCOC(=O)c1c(C)[nH]c(CCC(=O)NCc2cccc(C)c2)c1C,-15%,·,13%,-14%,0%,2%[60.1 µM],1%,-0.5,1%
CC1CCN(c2nc3c(c(=O)[nH]c(=O)n3C)n2CCSc2ncccn2)CC1,·,·,·,12%,-11%,-16%,·,·,10%
O=C(Cc1ccccc1)Nc1nc2ccc(Cl)cc2c2nc(-c3ccco3)nn12,-1%,18%&-3%,·,?,·,2%&-8%[19.4 µM],5%,·,·
CCOC(=O)C1CCCN(C(=O)c2cn(-c3ccccc3)nc2-c2cccnc2)C1 (stereo not drawn),·,14%,·,10%,-16%,-2%,·,0.2,3%
O=C(CSc1nnc(SCc2ccccc2)s1)N/N=C/c1c(Cl)cccc1Cl,-18%,2%,-20%,24%,10%,-1%,-2%,0.9,1%
COc1ccc(OC)c(CNC(=O)CCCn2nc(C)c3c(C)n(-c4ccc(C)cc4)nc3c2=O)c1,3%,·,3%,-12%,19%,-7%,1%,-1.0,-4%
Cc1nn(-c2ccccc2)c(Cl)c1C(=O)NCC(=O)O,0%,0%,2%,3%,-5%,-2%,1%,0.3,-3%
Cc1ccc(NC(=O)CC2S/C(=N/N=C/C=C/c3ccccc3)NC2=O)cc1Cl (stereo not drawn),-1%,?,16%,9%,13%,-16%,3%,0.6,-5%
Cn1c(/N=C/c2c(O)ccc3ccccc23)nc2ccccc21,?,-1%,50µM*,?,7.9µM*,-5%,1%,-0.3,4%

# From PubChem BioAssay
